# Screening data as filed in PubChem BioAssay.
# Pf growth 96h – inhibits malaria parasite growth, 96 h; 320,000 compounds, 6.9% hits; Potency, µM (top dose mostly 28.7 µM), for inactives: at the highest dose activity change, negative = inhibition, hits mostly inhibitors; P. falciparum luciferase reporter growth, 96 h; further: potency means the concentration at half of the fitted maximal effect; on the % scale 0 is the no-effect control and ±100 the full control effect
#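 96 h incubation, 37 C, 5% CO2, of luciferase-reporter P. falciparum-infected RBCs (2% hematocrit, 0.05% parasitemia final) with test compounds; endpoint luminescence.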
# Pf growth 48h – inhibits P. falciparum growth in the first generation, 48 h; P. falciparum luciferase growth in erythrocytes, 48 h; Potency, µM (highest dose often 28.7 µM), for inactives: at the highest dose activity change, negative = inhibition, actives largely listed as inhibitors; 310,000 compounds, 5.9% hits; further: potency means the concentration at half of the fitted maximal effect; on the % scale 0 is the no-effect control and ±100 the full control effect
#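 In quantitative HTS format, infected erythrocytes bearing luciferase-reporter parasites were treated for a single generation at 37 C. Luminescence after adding detection reagent served as the growth measure.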
# CHX counter – affects cycloheximide protein synthesis inhibition readout, counter-screen. 300,000 compounds, 12% hits. max response, %. AID 2314. cell reporter, cycloheximide protein synthesis inhibition counterscreen; in the data active means max response mostly above about 13%, no sharp cut-off; inactive means mostly below about 14%; further: read at 38.3 µM for the half of the compounds with a filed dose; 0% is about no effect
# Shiga toxin inh – Shiga toxin inhibition | inhibition, % at 38.7 µM | AID 2315 | 290,000 compounds, 9.2% hits | Vero cells, Shiga toxin protein synthesis inhibition reporter; in the data active means inhibition mostly above about 28%, no sharp cut-off; inactive means mostly below about 43%; further: 0% is about no effect
# Giardia FBPA inh – blocks Giardia fructose-bisphosphate aldolase activity; Potency, µM (titrated, usually from 59.6 µM), without a hit: top-dose activity, negative = inhibition, usual class: inhibitors; purified Giardia FBPA; 290,000 compounds, 0.71% hits; AID 2451; A8B2U2; further: potency means the concentration at half of the fitted maximal effect; on the % scale 0 is the no-effect control and ±100 the full control effect; nearly all actives have a fitted effect of over 55% in size
# Target sequence (A8B2U2 whole entry, looked up): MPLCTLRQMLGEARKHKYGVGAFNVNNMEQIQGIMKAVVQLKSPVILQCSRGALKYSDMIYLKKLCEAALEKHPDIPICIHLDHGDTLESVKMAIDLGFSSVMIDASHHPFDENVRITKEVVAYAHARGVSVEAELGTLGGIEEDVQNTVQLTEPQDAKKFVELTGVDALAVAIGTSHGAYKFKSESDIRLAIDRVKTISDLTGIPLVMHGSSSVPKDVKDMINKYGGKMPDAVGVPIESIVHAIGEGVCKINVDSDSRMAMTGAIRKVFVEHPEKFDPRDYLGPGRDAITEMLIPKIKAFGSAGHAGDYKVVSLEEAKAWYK
#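 Giardia FBPA (40 nM reagent) was preincubated 10 min at RT with compound (up to 57.5 uM final), then substrate plus GAPDH/TPI/NAD/arsenate coupling system with diaphorase/resazurin was added; resorufin fluorescence (525/598 nm) was read after 20 min.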
# HCV inh – blocks hepatitis C virus. Huh7.5.1 HCVcc-Cre infection, luciferase reporter, 44 h. Potency, µM (highest dose often 41.8 µM), without a hit: at the top dose activity change, negative = inhibition, actives largely listed as inhibitors. 340,000 compounds, 3.4% hits. AID 651820; further: potency means the concentration at half of the fitted maximal effect; on the % scale 0 is the no-effect control and ±100 the full control effect
#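 After 44 h co-culture of compound, cells and HCVcc-Cre (~0.5 moi), substrate is added for 15 min at room temperature and luciferase measured over 15 sec. Cells were seeded at 1,000/well and pre-cultured 4 h.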
# * marks the source's active call; other numbers are inactive results; ? = inconclusive; · = not tested or not shown; & = joins results of further samples; [ ] = dose if it differs, or a comment. Unless noted, the call rests on the fitted dose curve; in most records, active means well fitted curve in the direction sought with a large enough effect; inconclusive means small, poorly fitted or top-dose-only effect, or another doubt; inactive means no such curve, though single readings can be large; an effect the other way counts as inactive or inconclusive.
SMILES,Pf growth 96h,Pf growth 48h,CHX counter,Shiga toxin inh,Giardia FBPA inh,HCV inh
O=C(Cn1cc(C(F)(F)F)ccc1=O)N/N=C/c1ccccc1,25.0%,18.2%,-0.9,-9.5,0.8%,23.4%
CCCCn1nc(C(=O)Nc2ccc3c(c2)OCCO3)c2ccccc2c1=O,6.57µM*,?,·,·,·,?
COC(=O)C1=C(c2ccc(F)cc2F)C[C@@H]2CC[C@H]1N2C(=O)NCCCOC(C)C,?,-11.1%,·,·,·,4.5%
COc1cccc(CC(=O)OCC(=O)Nc2c(C)nn(-c3ccccc3)c2C)c1,1.7%,?,·,·,·,7.1%
Cc1ccc(NCc2ccco2)cc1C,?,17.5%,27.3*,70.1*,?,13.0%
COc1ccc(S(=O)(=O)NNC(=O)C(=O)NNc2ccccn2)cc1,7.7%,?,11.2,10.7,?,-29.9%
Cc1cccnc1NC1(C(F)(F)F)N=C2SCCN2C1=O (stereo unspecified),1.7%,-9.9%,-3.7,-7.7,1.1%,32.0%[activator]
CCOc1ccc(-c2cccc(NS(=O)(=O)c3ccc([N+](=O)[O-])cc3)c2)nn1,?,-14.8%,·,·,·,13.7%
COc1ccc(/C=N/NC(=O)c2ccc(OC)c(OC)c2)cc1COc1c(F)c(F)c(F)c(F)c1F,-28.6%,2.6%,16.1,20.3,·,3.55µM*
COc1ccc(C2N(c3ccc(OC)cc3)C(=O)C3CCCN32)cc1 (stereo unspecified),0.0%,·,-0.7,-5.1,0.6%,6.6%
CC(C)C1=NN(C(=O)c2ccccc2)C(O)(C(C)(C)C)C1 (stereo unspecified),-0.9%,31.8%[activator],29.0*,20.9,8.7%,10.2%
CCc1ccc(C(=O)N/N=C(\C)c2cccnc2)s1,-3.0%,16.5%,7.2,-4.0,·,7.7%

# Sorted by heavy-atom count (descending): three of the compounds above
SMILES,Pf growth 96h,Pf growth 48h,CHX counter,Shiga toxin inh,Giardia FBPA inh,HCV inh
COC(=O)C1=C(c2ccc(F)cc2F)C[C@@H]2CC[C@H]1N2C(=O)NCCCOC(C)C,?,-11.1%,·,·,·,4.5%
COc1ccc(C2N(c3ccc(OC)cc3)C(=O)C3CCCN32)cc1 (stereo unspecified),0.0%,·,-0.7,-5.1,0.6%,6.6%
Cc1cccnc1NC1(C(F)(F)F)N=C2SCCN2C1=O (stereo unspecified),1.7%,-9.9%,-3.7,-7.7,1.1%,32.0%[activator]

# (listing goes on)
SMILES,Pf growth 96h,Pf growth 48h,CHX counter,Shiga toxin inh,Giardia FBPA inh,HCV inh
Cn1c(CCNC(=O)c2ccc(Cl)cc2)n[nH]c1=S,55.5%[activator],45.3%[activator],8.4,16.7,-14.4%,0.8%
O=C(CCNC(=O)c1ccc(Br)o1)NCc1ccc(Cl)cc1,12.3%,-5.2%,-7.9,-21.8,5.0%,2.9%
CSc1nc2ccc3nc(NC(=O)c4ccccc4)sc3c2s1,?,·,7.2,92.9,2.3%,-20.4%
COC(=O)[C@@H]1C[C@@]2(O)[C@H](O)[C@H](O)[C@H](O)C[C@H]2N1Cc1cc(F)ccc1F,2.9%,51.8%[activator],-3.5,-6.3,1.0%&4.1%,-8.2%
CCN(C(=O)c1ccc2c(Cl)c3c(nc2c1)CCC3)c1ccc(C)c(C)c1,10.4µM*,?,-2.9,-12.5,-1.0%,?
c1ccc(-c2noc(CSc3nc4ccccc4o3)n2)cc1,73.7%[activator],9.6%,17.1,56.3,-5.4%,23.6%
CSc1ncc(Cl)c(C(=O)Nc2sc3c(c2C(=O)NCc2ccco2)CCCC3)n1,116.3%[activator],38.2%,-4.8,-8.9,1.8%,·
Cc1nnc2sc(SCC(=O)N3CCC(C)CC3)nn2c1=O,3.7µM*,?,0.5,-12.7,·,11.3%
CCOC(=O)C1(Cc2cccc(Cl)c2)CCCN(C(=O)CCSC)C1 (stereo unspecified),377.8%[activator],-10.2%,21.7*,29.3,3.1%,4.8%
COc1cccc(CN(C)C(=O)CN2C(=O)NC3(CCCc4ccccc43)C2=O)c1 (stereo unspecified),?,?,·,·,·,2.6%
CS/C(N)=N/N=C/c1ccc([N+](=O)[O-])cc1,420.5%[activator],116.8%[activator],30.2*,74.8*,?,26.2%
O=C(CSc1nnc2ccccn12)c1ccccc1,?,126.9%[activator],49.5*,74.7*,-15.1%,6.8%

# Three records picked at random from those above, as already listed:
SMILES,Pf growth 96h,Pf growth 48h,CHX counter,Shiga toxin inh,Giardia FBPA inh,HCV inh
CCN(C(=O)c1ccc2c(Cl)c3c(nc2c1)CCC3)c1ccc(C)c(C)c1,10.4µM*,?,-2.9,-12.5,-1.0%,?
CS/C(N)=N/N=C/c1ccc([N+](=O)[O-])cc1,420.5%[activator],116.8%[activator],30.2*,74.8*,?,26.2%
O=C(CCNC(=O)c1ccc(Br)o1)NCc1ccc(Cl)cc1,12.3%,-5.2%,-7.9,-21.8,5.0%,2.9%

# (continued)
SMILES,Pf growth 96h,Pf growth 48h,CHX counter,Shiga toxin inh,Giardia FBPA inh,HCV inh
COc1ccc(N2CC(C(=O)Nc3nnc(SCC(=O)c4ccccc4)s3)CC2=O)cc1 (stereo unspecified),?,0.9%,-1.3,-4.6,-1.2%,6.9%
COC(=O)[C@H](Cc1ccccc1)NC(=O)NCc1ccccc1,1.3%,-5.8%,7.2,-8.7,-1.3%,18.5%
Cc1cc2ccccc2c(=O)n1CC(=O)NCC(=O)N1CCC2(CC1)OCCO2,19.1%,-10.7%,-0.3,-5.3,1.7%,8.2%
Cc1ccc(-n2ncc3c(NCc4cccnc4)ncnc32)cc1C,59.9%[activator],118.0%[activator],45.2*,115.1*,-0.5%,?
CC[C@H](C)[C@H](NC(=O)[C@H](Cc1ccc(O)cc1)NC(=O)[C@H](Cc1cnc[nH]1)NC(=O)[C@H](CCCNC(=N)N)NC(=O)[C@H](CC(C)C)NC(=O)[C@H](C)NC(=O)[C@H](CO)NC(=O)[C@H](Cc1ccc(O)cc1)NC(=O)[C@H](Cc1ccc(O)cc1)NC(=O)[C@H](CCCNC(=N)N)NC(=O)[C@H](C)NC(=O)[C@H](CCSC)NC(=O)[C@H](CC(=O)O)NC(=O)[C@H](CCC(=O)O)NC(=O)[C@H](C)NC(=O)[C@@H]1CCCN1C(=O)[C@H](C)NC(=O)[C@H](CC(=O)O)NC(=O)[C@H](CCC(=O)O)NC(=O)CNC(=O)[C@@H]1CCCN1C(=O)[C@H](CC(N)=O)NC(=O)[C@H](CC(=O)O)NC(=O)[C@@H]1CCCN1C(=O)[C@H](CCCCN)NC(=O)[C@H](CO)NC(=O)[C@@H]1CCCN1C(=O)[C@@H](N)Cc1ccc(O)cc1)C(=O)N[C@@H](CC(N)=O)C(=O)N[C@@H](CC(C)C)C(=O)N[C@H](C(=O)N[C@H](C(=O)N[C@@H](CCCNC(=N)N)C(=O)N[C@@H](CCC(N)=O)C(=O)N[C@@H](CCCNC(=N)N)C(=O)N[C@@H](Cc1ccc(O)cc1)C(N)=O)[C@@H](C)O)[C@@H](C)CC,·,·,-2.3,-5.6,0.2%,·
COC(=O)c1cccc(NC(=O)c2ccc[n+]([O-])c2)c1,246.5%[activator],?,6.5,·,-6.3%,24.7%
CCn1c(O)c(/C=N/N2CCOCC2)c(=O)n(CC)c1=S,19.1%,-0.7%,0.8,-3.9,-6.6%,-6.3%
O=C(Cc1ccccc1)N1CCNCC1,?,?,0.9,-16.8,3.0%,3.2%
Cc1c(C(=O)N2CCN(c3ccccc3)CC2)oc2c(Cl)cccc12,?,?,·,·,·,?
Cc1cc(Nc2ccc(F)c(Cl)c2)n2nc(C)nc2n1,9.5%,3.29µM*,-5.8,-12.6,1.7%,-11.0%[8.37 µM]
CCOc1ccc(/C=C2\SC(N3CCCCC3)=NC2=O)cc1,19.3%,?,11.0,26.3,3.1%,?
NS(=O)(=O)c1ccc(NC(=O)COC(=O)c2ccco2)cc1,17.5%,6.7%,-2.0,-6.8,4.0%,6.0%
CC(C)(C)c1ccc(C(=O)c2cn[nH]c2-c2ccccc2O)cc1,?,-29.0%,41.9*,58.3*,1.3%,-6.3%
Cc1c(Cl)cccc1NC(=O)NN1CCN(C)CC1,-23.3%,10.5%,9.8,14.9,-4.6%,7.3%
COc1ccc(Cl)cc1NC(=O)Nc1cccc([N+](=O)[O-])c1C,-13.9%,?,-1.5,-6.2,-10.7%,15.8µM*
Cc1oc(C)c2c(=O)ccc3c(c12)OC(N)=C(C#N)C3c1ccc(F)cc1 (stereo unspecified),-1.5%[5.75 µM],13.1µM*,8.9,5.5,5.62µM*,-2.0%
CCCCN1C(=O)C(=O)NC[C@@H]1C(C)O (stereo partly specified),9.8%,13.3%,-2.3,-8.3,-1.9%,15.0%
CCCc1cc(Nc2cccc(OCC)c2)n2ncnc2n1,-7.4%[5.75 µM],?,-1.1,6.2,11.8%,-4.0%
Cc1ccccc1N(C(=O)c1csnn1)C(C(=O)NC(C)(C)C)c1cccs1 (stereo unspecified),-14.0%,-29.4%,-3.0,15.8,0.4%,9.0%
O=C(N1CCC(n2nc(-c3ccccc3)oc2=O)CC1)C1(c2ccc(Cl)cc2)CC1,?,?,-2.9,-9.6,7.2%,?
CCOC(=O)c1c(NC(=O)CSc2ncnc3ccccc23)sc(C(C)=O)c1C,-22.9%,4.5%,5.2,8.2,1.0%,11.2µM*
COc1ccc(S(=O)(=O)N2CC(C)OC(C)C2)cc1C(=O)N1CCCCC1 (stereo unspecified),-17.8%,-11.8%,-1.4,-6.5,·,17.2%
COc1ccc(NCc2nnc(SCC#N)n2-c2ccccc2OC)cc1,21.3%,-12.8%,-3.0,-13.2,-11.8%,-3.6%
O=C(Cc1ccccc1)Nc1ccc(NC(=O)c2ccco2)nc1,2.1%,164.5%[activator],44.5*,105.3*,0.4%,7.3%
Cc1ccccc1N1C(=O)CC(=O)N(c2ccccc2C)C1=O,12.4%,4.1%,-1.3,-2.7,7.0%,19.9%
CN(C)c1nc(Cl)cc(N2CCOCC2)n1,?,7.6%,7.9,-2.7,-6.1%,?
CN(C)S(=O)(=O)Oc1ccc(C(=O)Nc2cccc(Cl)c2)cc1,-0.2%,0.0%,55.5*,89.1*,-24.6%,-4.2%
C/C(=N\Nc1ccccn1)c1cccs1,263.8%[activator],342.2%[activator],46.1*,93.1*,-24.6%,10µM*
COc1ccc(/C=N/Nc2cc(C)nc3ccc(OC)cc23)c(OC)c1,?,?,-1.3,14.3,13.6%,10µM*
CCN(CC)CCCNC(=O)c1oc2ccc(S(=O)(=O)N3CC(C)CC(C)C3)cc2c1C (stereo unspecified),1.4%,?,-7.3,15.2,-1.6%,22.4µM*
O=C(O)c1ccc(-n2nnc3ccccc32)c([N+](=O)[O-])c1,0.9%,19.5%,-2.5,-8.4,9.6%,33.6%[activator]
O=C(Nc1cccnc1)c1noc2c1CCCCC2,57.5%[activator],269.1%[activator],32.5*,29.0*,-3.7%,30.0%[activator]
O=C(NC1CCCc2ccccc21)C1CCN(S(=O)(=O)c2cccc3nsnc23)CC1 (stereo unspecified),·,-9.5%,1.0,-4.8,1.6%,2.0%
O/N=C(\c1ccc(Cl)cc1Cl)c1ncc(C(F)(F)F)cc1Cl,?,·,4.8,-7.8,-1.2%,-7.7%
CCc1ccc(CCC(=O)Nc2ccc(Cl)cc2)o1,128.8%[activator],20.1%,17.6*,23.9,8.2%,7.7%
CCC(=O)Nc1nc(C)c(-c2csc(Nc3ccc(S(=O)(=O)Nc4cc(C)on4)cc3)n2)s1,22.6%,·,-2.1,2.1,-2.7%,·
CC(=O)Nc1ccc(NC(=O)C(C)OC(=O)c2cccc(S(=O)(=O)N3CCCCCC3)c2)cc1 (stereo unspecified),-1.3%,24.2%,·,·,·,-1.8%
COc1ccc(CCN(C)CCC(=O)Nc2ccc(C)cc2)cc1OC,35.3%[activator],-12.3%,13.0,-9.2,-16.2%,9.0%
CCOc1ccc(C(CC(=O)O)NC(=O)C23CC4CC(CC(C4)C2)C3)cc1OC (stereo unspecified),21.1%,6.6%,-3.8,-13.7,2.7%,12.0%
